High-throughput results deposited in PubChem BioAssay by Broad Institute.
PglD inh – blocks C. jejuni PglD acetyltransferase activity; purified PglD enzyme, DTNB colorimetric CoA detection; inhibition, % at 12.5 µM; 360,000 tested, 0.098% active; in the data active means inhibition above about 16%, passing the limit was not always enough; further: strong numbers were not always called active
INS-1E GSIS act – GLuc luminescence reporter in INS-1E cells, primary screen for activators of glucose-dependent secretion of insulin; INS-1E GLuc reporter insulin secretion, 2-3 h; activation, % at 16.6 µM; 370,000 tested, 0.61% active; AID 743287;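 active means lowest replicate activation of at least 40%, so every replicate reaches that level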;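 further: 0% = median of neutral control wells and 100% = median of IBMX positive control wells; some compounds called inactive have numbers as strong as hits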
PGC1a acetyl inh – PGC1a acetylation modulation, inhibitor mode; U2OS PGC1a acetylation, AlphaScreen anti-acetyl-lysine; with virally co-expressed GCN5 acetyltransferase; inhibition, % at 15.6 µM; 350,000 tested, 0.17% active;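 active means every replicate shows inhibition of at least 40%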;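 further: 0% = neutral control wells and 100% = positive control wells; some results beyond the cut were filed as inactive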
FN deposit inh – fibronectin deposition inhibition | AH1F fibroblasts, Alexa488-fibronectin deposition fluorescence, overnight | 350,000 tested, 0.086% active | inhibition, % at 12.6 µM;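 active means mean inhibition across replicates of 30% or more, regardless of how many single replicates reach that level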;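 further: positive control wells lacked labelled fibronectin entirely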
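Assay system: AH1F fibroblasts assembling fluorescent fibronectin matrix; Amount: 10000 AH1F cells per well; Buffer or medium: DMEM, 2% serum; Probe or stimulus: Alexa488-fibronectin, 24 nM final in well; Doses: single compound dose, delivered by pin transfer; Incubation: 1 h adhesion, overnight exposure; Measured by: fluorescence 485/525 nm; Read-out: fibronectin deposition inhibition.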
F508del corr – correctors of CFTR F508del function in bronchial epithelial cells; 350,000 tested, 0.36% active; AID 720511; activity (quench increase), % at 7.58 µM; CFBE cells, YFP halide quenching; stimulated with forskolin plus potentiator P3; % fluorescence drop versus neutral controls;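 active means mean added fluorescence quench of at least 8% versus neutral control, with both replicates also reaching 8%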;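 further: cells transiently co-express mutant CFTR-F508del with the halide-sensitive YFP; corrector assay measuring rescue of mutant channel to the surface after 24 h compound exposure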
Statin myotox sup – suppressors of simvastatin-induced myotoxicity in C2C12 myotubes; AID 602340; rescue of ATP level, % at 7.49 µM; ATP luminescence, 48 h; scaled: DMSO 0, geranylgeraniol control 100; 330,000 tested, 0.78% active;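 active means mean ATP rescue above about 67%, or every replicate alone reaching that limit, limit read from the data, passing the limit was not always enough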;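 further: myotubes were challenged with 10 µM simvastatin during compound exposure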
Cneo AK release – Cryptococcus neoformans lysis via adenylate kinase release; lysis activity, % at 15 µM; C. neoformans lysis, adenylate kinase release luminescence, 4 h; normalised: neutral wells 0, clomiphene wells 100; 360,000 tested, 0.2% active;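 active means mean lysis activity across replicates of at least 80%, whatever share of replicates individually reach that level; inactive means mean lysis activity below 80%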
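Material: C. neoformans cells | Amount: Yeast cell density of 5 × 10^6 cells/mL | Medium: Fresh YPD growth medium | Dosing: Single dose | Times: Static 4 h at 37 °C with compound, 1 h detection | Detection: AK luminescence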
miR-122 sensor – inhibitors of miR-122 in Huh7 cells; Huh7 miR-122 Renilla luciferase sensor, 48 h; neutral wells = 0, positive control = 100; activation (reporter increase), % at 12.5 µM; 340,000 tested, 0.3% active;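 active means mean replicate activation score at least 90 and every replicate individually at or above 90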;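 further: higher luciferase means less miR-122 activity so hits act as miR-122 inhibitors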
Numbers without * were called inactive; x = not tested or not shown; [ ] = remark or other dose.

The line under a structure holds: FN deposit inh | PglD inh | F508del corr | PGC1a acetyl inh | INS-1E GSIS act | miR-122 sensor | Cneo AK release | Statin myotox sup
Cc1cc(C)c2nc(SCC(=O)Nc3ccc(S(=O)(=O)N4CCCC4)cc3)c(C)cc2c1
    x | -6.0 | x | -2.2 | x | 5.5 | 0.3 | 0.0
COc1ccc(-c2nnc(SCC(=O)N(C)C3CCS(=O)(=O)C3)n2CC(C)C)cc1 (stereo not drawn)
    4.2 | -4.3 | 3.9 | -9.1 | 10.5 | 5.0 | 4.6 | -3.1
CN(C)/C=N/c1ncc(C(=O)c2ccc(Cl)cc2)s1
    2.5 | 4.2 | x | 8.0 | x | -2.8 | 0.5 | 5.3
Cc1ccc(S(=O)(=O)N2CCCCC2)cc1NC(=O)CCNC(=O)c1ccc([N+](=O)[O-])cc1
    12.0 | -2.9 | -3.7 | x | -24.3 | -0.5 | 0.4 | 1.9
O=C(/C=C/c1ccco1)NC(=S)Nc1nc(-c2ccc(Cl)cc2)cs1
    -4.2 | 14.3 | x | 59.4 | x | 2.3 | 0.5 | x
C[C@@H]1CN([C@@H](C)CO)C(=O)c2cc(C#CCc3ccccc3)cnc2O[C@H]1CN(C)C(=O)C1CCCCC1
    x | 2.1 | -2.1 | 8.3 | 15.5 | -7.4[16.7 µM] | -1.1 | -5.9
O=C(CCNC(=O)c1ccc([N+](=O)[O-])cc1)N/N=C/c1ccc(F)cc1
    -7.2 | 1.6 | -0.6 | x | 2.1 | x | -5.4 | x
CC(C)(C)c1ccc(OCCC(=O)OCC(=O)Nc2ccc(N3CCOCC3)cc2)cc1
    -16.0 | -1.8 | 0.2 | -2.6 | -3.2 | -6.1 | -4.5 | 2.0
Cc1cc(C)c(C)c(S(=O)(=O)N2CCCN(C)CC2)c1C
    4.0 | -2.4 | 1.7 | x | 3.1 | x | -0.5 | -29.3
Cc1ccc(-c2nnn(CC(=O)N(CC(=O)NC3CCCC3)c3cnc4ccccc4c3)n2)o1
    1.5 | -3.5 | x | -1.9 | 0.2 | -2.9 | -0.4 | -5.6

The list goes on.
The line under a structure holds: FN deposit inh | PglD inh | F508del corr | PGC1a acetyl inh | INS-1E GSIS act | miR-122 sensor | Cneo AK release | Statin myotox sup
C[C@H](CO)N1C[C@H](C)[C@H](CN(C)S(C)(=O)=O)Oc2ccc(NC(=O)Cc3ccccc3)cc2C1=O
    -7.0 | 1.8 | 2.1 | 11.1 | 12.6 | -2.1[16.7 µM] | 7.7 | -23.1
Cc1cccc(NC(=S)N2CCCN(c3ncccc3[N+](=O)[O-])CC2)c1
    2.5 | -1.0 | 2.0 | 2.3 | -2.6 | -0.8 | -2.4 | -1.9
CCNC(=O)O/N=C(\C)c1sc(-c2ccc(Cl)cc2)nc1C
    x | -3.2 | x | 4.6 | x | 4.3 | -1.2 | -8.7
O=C(C1CCN(S(=O)(=O)c2ccc(Cl)s2)CC1)N1CCN(c2ccccc2)CC1
    -2.8 | 2.8 | -2.9 | 2.8 | -14.9 | x | -0.1 | -7.5
CC(=O)Cn1cnc2c(cnn2-c2ccccc2)c1=O
    4.2 | 7.5 | -1.7 | 9.7 | 0.7 | -1.5 | -6.3 | -1.9
O=C(C[C@H]1CC[C@H]2[C@@H](COC[C@@H](O)CN2CC2CCCCC2)O1)NCC1CC1
    -10.6 | 3.1 | -1.8 | -4.0 | -1.5 | 76.9[16.7 µM] | 57.2 | 9.4
CCCC(=O)Nc1ccc2c(c1)OC[C@@H](C)N(Cc1ccccc1OC)C[C@@H](C)[C@H](OC)CN(C)C2=O
    -10.0 | 2.3 | 0.6 | 0.6 | 4.9 | x | -2.1 | 32.6
CCN1C(c2ccc(F)cc2)=CS/C1=C(/C#N)c1nnc2n1-c1ccccc1SC2
    1.1 | -1.2 | -0.7 | -13.8 | 9.4 | 6.1 | -2.5 | -31.1
CCN1[C@@H]2c3ccc(-c4cccnc4)c(=O)n3C[C@@H]2[C@@H](CO)[C@@H]1C(=O)NCCc1cn(C)cn1
    x | 0.3 | 1.1 | -3.0 | 11.8 | -3.6[16.7 µM] | -1.8 | 12.8
CC(NC(=O)c1ccco1)C(c1cccs1)N1CCN(c2ccccc2F)CC1 (stereo not drawn)
    x | -0.1 | 0.6 | -7.6 | -10.3 | -1.8 | 0.9 | 64.1

A different layout for two compounds above:
SMILES	FN deposit inh	PglD inh	F508del corr	PGC1a acetyl inh	INS-1E GSIS act	miR-122 sensor	Cneo AK release	Statin myotox sup
CN(C)/C=N/c1ncc(C(=O)c2ccc(Cl)cc2)s1	2.5	4.2	x	8.0	x	-2.8	0.5	5.3
Cc1cc(C)c2nc(SCC(=O)Nc3ccc(S(=O)(=O)N4CCCC4)cc3)c(C)cc2c1	x	-6.0	x	-2.2	x	5.5	0.3	0.0

(next part)
The line under a structure holds: FN deposit inh | PglD inh | F508del corr | PGC1a acetyl inh | INS-1E GSIS act | miR-122 sensor | Cneo AK release | Statin myotox sup
Cc1cc(N2CCN(c3ccc(F)cc3)CC2)n2ncnc2n1
    -3.0 | -3.3 | -1.5 | 1.2 | x | -6.5 | 0.3 | x
Cc1nnc(NC(=O)C2CCN(S(=O)(=O)c3ccc(Cl)cc3)CC2)s1
    -4.9 | -1.4 | -0.7 | x | 9.3 | -3.9 | 4.5 | 3.3
COC(=O)[C@]1(Cc2ccccc2)N[C@H](CN(C)C(=O)Nc2ccc(F)cc2)[C@@H]2C(=O)N(C)C(=O)[C@@H]21
    1.7 | -5.4 | 2.6 | x | -5.9 | x | -6.7 | -4.4
CCOC(=O)C1CCN(C(=O)CSc2cc(=O)n(CC)c3ccccc23)CC1
    x | 10.8 | x | -32.7 | -18.0 | 1.2 | -1.7 | 16.9
O=C(CC(CC(=O)c1ccc(Cl)cc1)c1ccccc1C(=O)O)c1ccc(Cl)cc1
    -5.2 | -3.0 | 0.6 | 3.6 | -12.0 | 6.0 | 5.0 | 3.6
COc1ccc(-c2cc(C(F)(F)F)n3nc(C(=O)N4CCN(C(=O)c5ccco5)CC4)cc3n2)cc1
    3.5 | 2.7 | 5.0 | -1.3 | -0.1 | 6.4 | 0.3 | x
COCCNC(=O)C[C@H]1C[C@H]2c3cc(NS(=O)(=O)c4ccccc4)ccc3O[C@H]2[C@H](CO)O1
    x | 2.4 | -0.6 | -0.1 | -9.9 | 0.9[16.7 µM] | -2.9 | -2.2
Cc1ccc(CNS(=O)(=O)/C=C/c2ccc3c(c2)OCO3)cc1
    1.8 | -5.4 | x | -5.3 | x | -2.4 | 6.1 | x
CCOc1ccccc1C1CC(=O)NC2=C1C(=O)CC(C)(C)C2 (stereo not drawn)
    x | 9.3 | x | 3.3 | x | -9.8 | -5.2 | 3.9
CCCCCOc1ccc(C(=O)NC(C(=O)O)C(C)C)cc1 (stereo not drawn)
    x | 1.6 | 2.6 | -1.0 | -9.3 | 0.8 | 1.7 | 4.8

Next records:
The line under a structure holds: FN deposit inh | PglD inh | F508del corr | PGC1a acetyl inh | INS-1E GSIS act | miR-122 sensor | Cneo AK release | Statin myotox sup
CCOC(=O)c1ccc(Cn2cnc3ccccc3c2=O)cc1
    2.1 | 2.3 | x | -10.6 | 20.3 | 0.2 | 1.6 | -6.4
COc1ccccc1CNC(=O)CSc1nnc2c(Cl)cc(C(F)(F)F)cn12
    -5.5 | 3.2 | -3.0 | x | 7.2 | x | 1.9 | x
COCC(=O)NC[C@H]1[C@@H](c2ccc(-c3ccccc3)cc2)[C@@H](CO)N1C(C)=O
    x | -7.0 | 1.6 | 9.1 | -4.4 | -23.9[16.7 µM] | 0.3 | 3.0
CO[C@H]1CN(C)C(=O)c2ccc(NC(C)=O)cc2OC[C@@H](C)N(C(=O)Cc2ccccn2)C[C@H]1C
    -0.6 | -0.7 | 2.0 | 1.3 | 16.0 | x | -2.7 | -0.7
CCC(=O)N(C)C[C@H]1Oc2cc(C#CCOC)ccc2S(=O)(=O)N([C@@H](C)CO)C[C@@H]1C
    -15.6 | -1.7 | -1.9 | -15.5 | -5.9 | 11.3[16.7 µM] | -0.1 | 12.3
CCN(C(=O)COC(=O)c1c(C)nn(-c2ccccc2)c1Cl)c1c(N)n(Cc2ccccc2)c(=O)[nH]c1=O
    -2.4 | 0.6 | -3.8 | x | -10.3 | -8.1 | -1.4 | 11.3
C[C@@H]1CCCCO[C@H](CN(C)S(=O)(=O)c2ccc(Cl)cc2)[C@H](C)CN([C@@H](C)CO)C(=O)c2cc(NC(=O)Nc3cccc4ccccc34)ccc2O1
    12.5 | 1.5 | 0.9 | 0.3 | 13.9 | 2.1[16.7 µM] | -2.3 | x
O=C(c1ccc(S(=O)(=O)Nc2ccccc2)cc1)N1CCCC(C(F)(F)F)C1 (stereo not drawn)
    x | -1.1 | 0.6 | x | -19.6 | 11.9 | -1.2 | 4.9
O=C(COC(=O)c1ccc(NS(=O)(=O)c2ccc3c(c2)OCCO3)cc1)NC1CC1
    x | 3.5 | x | 9.0 | x | -1.5 | 0.3 | -7.6
CSc1ncc(Cl)c(C(=O)Nc2ccc(S(=O)(=O)Nc3nccc(C)n3)cc2)n1
    2.0 | -0.3 | -0.7 | x | 31.0 | -10.6 | -1.3 | 5.3

A second format for part of the listing above.
structure	FN deposit inh	PglD inh	F508del corr	PGC1a acetyl inh	INS-1E GSIS act	miR-122 sensor	Cneo AK release	Statin myotox sup
O=C(c1ccc(S(=O)(=O)Nc2ccccc2)cc1)N1CCCC(C(F)(F)F)C1 (stereo not drawn)	x	-1.1	0.6	x	-19.6	11.9	-1.2	4.9
CCC(=O)N(C)C[C@H]1Oc2cc(C#CCOC)ccc2S(=O)(=O)N([C@@H](C)CO)C[C@@H]1C	-15.6	-1.7	-1.9	-15.5	-5.9	11.3[16.7 µM]	-0.1	12.3

(cont.)
The line under a structure holds: FN deposit inh | PglD inh | F508del corr | PGC1a acetyl inh | INS-1E GSIS act | miR-122 sensor | Cneo AK release | Statin myotox sup
O=C(NCCc1ccccc1)[C@H]1[C@H](CO)[C@H]2Cn3c(ccc(-c4ccccc4)c3=O)[C@@H]1N2
    x | -6.9 | -1.7 | -0.7 | 1.7 | 3.4[16.7 µM] | -0.8 | 1.4
CCCCn1[nH]c(-c2ccccc2)cc1=O
    -5.5 | x | x | x | -8.5 | 14.3 | x | -4.6
CSCC(=O)N1CCCC(CNC(=O)c2ccc(-c3ccccc3)cc2)C1 (stereo not drawn)
    2.2 | -2.2 | -3.1 | -9.9 | -25.0 | 2.7 | 0.0 | -9.1
Cc1noc(C)c1S(=O)(=O)N(C)C[C@@H]1OCCCC[C@@H](C)Oc2ccc(NC(=O)CCCN(C)C)cc2C(=O)N([C@@H](C)CO)C[C@H]1C
    x | 2.6 | -1.1 | 6.1 | 36.2 | 3.4[16.7 µM] | -5.0 | x
CCc1c(C)c2ccc(OCC(N)=O)cc2oc1=O
    1.2 | 4.5 | x | -5.7 | x | -7.1 | -0.7 | 7.5
CC(C)(C)c1ccc(-c2c(C(=O)O)c(C(=O)O)c3n2CSC3)cc1
    1.3 | 3.0 | -0.3 | -1.1 | -9.1 | x | 1.2 | -2.9
COc1ccc(NC(=O)Nc2ccc3c(c2)CC(=O)N([C@@H](C)CO)C[C@@H](C)[C@H](CN(C)Cc2ccncc2)O3)cc1
    x | 8.7 | 0.8 | 3.4 | -9.8 | -2.8[16.7 µM] | -3.9 | -3.5
COc1ccc(S(=O)(=O)N(C)C[C@@H]2OCCCC[C@@H](C)Oc3ccc(NS(=O)(=O)c4ccc(F)cc4)cc3C(=O)N([C@H](C)CO)C[C@@H]2C)cc1
    -6.9 | -2.0 | -1.7 | 8.7 | -5.1 | -0.2[16.7 µM] | 0.6 | 1.5
CCN1CC(=O)N2[C@H](CO)[C@@H](c3ccc(Br)cc3)[C@H]2C1
    -2.5 | x | -1.6 | -10.0 | -2.3 | x | x | x
